NLRP3 yeast inh: NALP3 inflammasome inhibitors in reconstituted yeast, primary screen, luminescence, uHTS; Yeast reconstituted NLRP3/ASC/caspase-1, beta-gal luminescence, 24 h; 0.39% of 330,000 active; inhibition, % at 10 µM; AID 2825, 2010;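 active = inhibition of 50% or more; inactive = inhibition below 50%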;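 note: plate controls were induced DMSO wells for no effect and uninduced yeast grown without galactose for full effect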
mIAP block: inhibitors of mouse IAP, primary screen, biochemical, luminescence, uHTS; intestinal alkaline phosphatase [Mus musculus]; AID 2806, 2010; 0.2% of 330,000 active; purified mouse IAP, CDP-Star luminescence, 30 min; inhibition, % at 10 µM;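 active = inhibition of at least 40% at 10 µM in the primary screen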;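 note: plate controls were DMSO with enzyme for no effect and no enzyme wells for full effect; values of inactives mirror those of a sister screen read the other way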
hIAP activ: human IAP activators, primary screen, biochemical, luminescence, uHTS. purified human IAP, CDP-Star luminescence, 30 min; hits give high values; 1 = vehicle-only enzyme, 0 = enzyme-free background. activation factor at 10 µM. 0.16% of 330,000 active. AID 2524, 2010;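 active = activation factor of the enzyme at least 2-fold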; note: the source names both 10 and 20 µM as test concentration; values of inactives mirror those of a sister screen read the other way
Target sequence (P09923 whole entry, looked up): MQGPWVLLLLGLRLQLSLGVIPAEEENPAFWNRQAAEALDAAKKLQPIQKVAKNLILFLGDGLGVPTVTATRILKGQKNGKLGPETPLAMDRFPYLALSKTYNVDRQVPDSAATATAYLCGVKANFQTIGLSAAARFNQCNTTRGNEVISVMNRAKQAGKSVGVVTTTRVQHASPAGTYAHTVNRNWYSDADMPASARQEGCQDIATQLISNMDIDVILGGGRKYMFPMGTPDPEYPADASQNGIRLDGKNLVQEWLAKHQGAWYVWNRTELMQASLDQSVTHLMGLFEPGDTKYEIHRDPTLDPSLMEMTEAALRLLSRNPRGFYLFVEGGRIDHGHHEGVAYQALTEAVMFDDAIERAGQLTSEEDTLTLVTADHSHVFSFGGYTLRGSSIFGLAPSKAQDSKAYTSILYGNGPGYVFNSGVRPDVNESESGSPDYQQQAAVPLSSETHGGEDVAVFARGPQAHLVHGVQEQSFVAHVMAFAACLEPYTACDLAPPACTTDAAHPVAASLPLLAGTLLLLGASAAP
A3G deaminase: APOBEC3G DNA deaminase inhibitors, primary screen, biochemical, fluorescence, single-stranded DNA substrate, uHTS. DNA dC->dU-editing enzyme APOBEC-3G (Homo sapiens), Q9HC16. recombinant A3G, ssDNA deamination FAM/TAMRA fluorescence. inhibition, % at 20 µM. 0.28% of 330,000 active;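 active = inhibition of at least 40% at 20 µM, with no more than 30% in the related APOBEC3A deaminase screen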;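 note: plate controls were DMSO wells with A3G for no effect and wells lacking A3G enzyme for full effect; some compounds called inactive have numbers as strong as hits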
mIAP act: activators of mouse IAP, primary screen, biochemical, luminescence, uHTS | intestinal alkaline phosphatase [Mus musculus] | muIAP, CDP-Star luminescence, 30 min; hits give high values; 1 = vehicle-only enzyme signal, 0 = enzyme-free wells | activation factor at 10 µM | 0.24% of 330,000 active | AID 2805, 2010;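 active = activation factor of at least 2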; note: the source names both 10 and 20 µM as test concentration; values of inactives mirror those of a sister screen read the other way
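also added = chemiluminescent substrate CDP-Star | test system = mouse IAP enzyme | signal = chemiluminescence readout | compound = DMSO-dissolved test compounds | incubation = 30 min at room temperature | benchmarks = DMSO wells, no-enzyme wells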
SENP1 inh: human SENP1 catalytic domain inhibitors, primary screen, biochemical, FRET, uHTS; Sentrin-specific protease 1 (Homo sapiens), Q9P0U3; recombinant SENP1 catalytic domain, CyPet-SUMO1-YPet FRET cleavage; inhibition, % at 10 µM; 0.21% of 360,000 active; AID 624204, 2012;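 active = inhibition at least 30% at 10 µM, raw YFP signal under a set limit, fluorescence ratio 0.5 to 1.5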;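 note: 0% = enzyme with DMSO and 100% = no enzyme wells; some results filed as inactive read as strong as hits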
Target sequence (Q9P0U3 419-644 limits assumed): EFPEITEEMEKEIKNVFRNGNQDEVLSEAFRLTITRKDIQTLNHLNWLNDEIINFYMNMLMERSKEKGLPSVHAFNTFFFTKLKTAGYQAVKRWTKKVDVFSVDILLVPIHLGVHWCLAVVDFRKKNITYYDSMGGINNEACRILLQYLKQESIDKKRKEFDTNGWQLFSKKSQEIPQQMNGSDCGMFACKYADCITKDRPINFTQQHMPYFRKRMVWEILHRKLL
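Material – human SENP1 catalytic domain · Input – SENP1 enzyme, 20 pM final · Compound dosing – single concentration of 10 µM compound, 0.5% DMSO final · Timing – enzyme reaction for 50 min at room temperature, dark · Measured by – FRET fluorescence in CFP and YFP emission channels · Control set – no-enzyme wells low, DMSO-plus-enzyme wells high control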
MIN6 prolif: inducers of MIN6 beta-cell proliferation, primary screen, ATP luminescence, uHTS; 0.29% of 330,000 active; proliferation, % at 10 µM; MIN6 cells proliferation, ATPlite luminescence, 48 h; cells starved in 0.2% serum; 100% = growth in 10% serum;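 active = compounds whose signal lies at least 3.5 SD above the mean of all wells on their plate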;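 note: 0% = DMSO-treated cells in low-serum medium and 100% = 10% serum control; some compounds called inactive have numbers as strong as hits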
A3A deaminase: APOBEC3A ssDNA deaminase inhibitors, primary screen, selectivity assay for APOBEC3G inhibitor project, biochemical, FAM/TAMRA oligo cleavage fluorescence; inhibition, % at 20 µM; recombinant A3A, FAM/TAMRA ssDNA deamination fluorescence; AID 493011, 2011; 0.41% of 330,000 active; DNA dC->dU-editing enzyme APOBEC-3A (Homo sapiens), P31941;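 active = at least 40% inhibition at 20 µM here, with at most 30% in a related deaminase screen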;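 note: plate controls were A3A with DMSO for no effect and wells lacking A3A enzyme for full effect; some results filed as inactive read as strong as hits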
Target sequence (P31941 whole entry, looked up): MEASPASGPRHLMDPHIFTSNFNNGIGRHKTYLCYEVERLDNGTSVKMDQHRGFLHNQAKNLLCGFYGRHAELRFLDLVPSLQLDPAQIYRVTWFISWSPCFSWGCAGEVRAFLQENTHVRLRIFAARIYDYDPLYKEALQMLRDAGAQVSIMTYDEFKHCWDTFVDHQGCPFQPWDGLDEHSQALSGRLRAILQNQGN
hIAP inh: human IAP inhibitors, primary screen, biochemical, luminescence, uHTS; purified IAP, CDP-Star luminescence, 30 min; AID 2544, 2010; 0.12% of 330,000 active; inhibition, % at 10 µM;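 active = inhibition reaching a set limit with compound at 10 µM in the primary screen, cut at about 35% in these data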;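 note: plate controls were DMSO wells with enzyme for no effect and no-enzyme buffer wells for full effect; values of inactives mirror those of a sister screen read the other way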
Active calls of the source: *. A portion of the library. The share of hits here may be higher or lower than overall.

SMILES	NLRP3 yeast inh	mIAP block	hIAP activ	A3G deaminase	mIAP act	SENP1 inh	MIN6 prolif	A3A deaminase	hIAP inh
CCOC(=O)N1CCN(Cc2nc3cc(NC(=O)c4ccco4)ccc3n2CC)CC1	-4	6	1	-8	0.94	-12	0	-1	-2
COC(=O)CNC(=O)CSc1nc2sccc2c(=O)n1-c1ccccc1	12	3	0.93	-2	0.97	-5	-2	-1	8
O=C(c1ccco1)c1cn(CC(=O)N2CCCC2)c2ccccc12	-13	-10	1.2	-11	1.1	0	-3	-6	-23
Cc1ccc(C(=O)N2CCN(S(=O)(=O)c3cc(Br)ccc3Br)CC2)o1	15	-4	1	7	1	2	-2	5	-2
O=C(OC1CCN(c2ncc(C(F)(F)F)cc2Cl)CC1)c1ccccc1	-3	3	1	-9	0.97	0	-4	-3	0
CCOC(=O)c1c(CN2CCN(c3ccccc3)CC2)oc2cc(Br)c(O)cc12	1	-2	1.1	-7	1	2	-5	-4	-14
CC(=O)Nc1ccc(S(=O)(=O)N2CCC(NC(=O)C(Cc3ccc(C)cc3)NC(C)=O)CC2)cc1 (stereo not given)	19	-6	1.1	2	1.1	0	0	-1	-6
CCOC(=O)c1c(/N=C/N(C)C)sc(C(=O)OC)c1C	36	-2	1.4	-3	1	1	1	3	-36
CN(Cc1ccc(Cl)cc1)C(=O)COC(=O)c1ccc(-c2ccc(O)cc2)cc1	15	0	1	-5	1	1	-3	4	-4
COc1ccccc1N1CC(C(=O)NC2CCCCCC2)CC1=O (stereo not given)	0	2	0.9	-7	0.98	-4	-2	1	10
CC(=O)c1ccc(NC(=O)COC(=O)c2ccccc2Nc2ccccc2)cc1	17	4	1.2	-3	0.96	-1	0	1	-24
COCc1cc(=O)n2[nH]c(SC)nc2n1	-5	0	0.97	-3	1	4	-3	-1	3
O=C(NCc1cccc2ccsc12)c1cccs1	40	-2	0.97	-1	1	2	-3	2	3
O=C(O)C1CC1(c1ccccc1)c1ccccc1 (stereo not given)	0	-6	0.84	-1	1.1	-1	-3	-2	16
CNC(=O)C(=O)NCC1OCCN1S(=O)(=O)c1ccc2c(c1)OCCO2 (stereo not given)	-8	1	0.95	-7	0.99	-1	-3	-3	5
O=c1c2cnn(-c3ccccc3)c2ncn1Cc1cccc(Cl)c1	15	-2	1.1	-2	1	0	-2	2	-10
CC(NC(=O)C(=O)NCCN1CCN(C(=O)c2ccccc2Br)CC1)c1ccccc1 (stereo not given)	0	-7	0.97	-4	1.1	-2	0	-2	3
C/C=C/C(=O)N1CC2(CC(c3cccc(NC(=O)CC(c4ccccc4)c4ccccc4)c3)=NO2)C[C@H]1C(N)=O (stereo not given in full)	12	-55	1.1	-12	1.5	-3	-3	-1	-10
CCC1=C(OC(=O)N(CC)CC)N2C(=O)OC(=NCCOC)[C@]2(Cc2ccccc2)[C@H]2C1=CC[C@H]1C(=O)NC(=O)[C@H]12	26	2	0.99	-8	0.98	1	-2	1	1
CCc1ccc(-c2cc(C(F)(F)F)n3nc(C(=O)Nc4c(C)nn(Cc5ccccc5C)c4C)cc3n2)s1	9	13	0.93	-3	0.87	-28	-5	6	7
Cc1cc(C)nc(SCc2ccc(C(=O)N/N=C/c3ccccn3)cc2)n1	6	6	0.95	-6	0.94	-6	-2	1	5
O=C(NCCNc1ccc([N+](=O)[O-])cc1)c1ccc(Cl)cc1	19	13	0.96	-1	0.87	-2	-4	3	4
COc1ccccc1NS(=O)(=O)c1ccc(NC(=O)Cc2cccs2)cc1	-7	-15	1.1	0	1.1	2	-3	3	-14
CC(C)(CO)CNC(=O)CCc1nnc(-c2ccc(-c3ccccc3)cc2)o1	8	2	1.1	7	0.98	-2	-4	-7	-6
S=C(NCc1ccccc1)NCc1ccccc1Cl	23	-41	1.1	-8	1.4	2	-1	-3	-13

Carrying on:
SMILES	NLRP3 yeast inh	mIAP block	hIAP activ	A3G deaminase	mIAP act	SENP1 inh	MIN6 prolif	A3A deaminase	hIAP inh
CC1(C)CN(O)CCN1O	18	-10	0.99	-7	1.1	-1	0	-4	1
CCCC(=O)NC(=S)Nc1ccccc1C(=O)OC	16	11	1.1	-5	0.89	2	-1	-7	-15
Cc1nc2ccc(S(=O)(=O)NC(C(=O)N3CCCCCC3)C(C)C)cc2s1 (stereo not given)	13	-3	0.93	-2	1	-3	-2	1	7
O=C(CSc1nnc(CNC(=O)c2c(F)cccc2F)o1)NCC1CCCO1 (stereo not given)	1	2	0.8	-4	0.98	2	2	-1	20
S=C(Nc1ccccn1)NC1CCCCC1	17	1	1	6	0.99	1	0	1	-4
CC(CCN1CCOCC1)c1ccccc1 (stereo not given)	5	2	1	-2	0.98	3	0	0	0
C[C@H](CO)N1C[C@H](C)[C@@H](CN(C)S(=O)(=O)c2ccccc2)Oc2ccc(NS(=O)(=O)c3ccccc3)cc2C1=O	12	-5	1.2	-4	1.1	2	-1	1	-24
C=C(C)CSc1nncn1/N=C/c1ccc(OC)cc1	-1	-8	0.91	-7	1.1	3	0	-4	9
O=C(Nc1nccs1)c1ccc(NC(=O)C2CC=CCC2C(=O)O)cc1 (stereo not given)	11	14	0.93	-10	0.86	-1	1	-2	7
CS/C(=C\[N+](=O)[O-])Nc1ccccc1	1	6	0.9	-5	0.94	3	3	0	10
Cc1cc(C)nc(SCC(=O)Nc2ccc(N3CCOCC3)cc2)n1	-4	-3	0.9	8	1	2	-3	22	10
CCCC(=O)NCCc1nc2ccccc2n1C	14	-8	1.2	0	1.1	1	-2	0	-16
CC(=O)c1ccc(NC(=O)c2cc(C)nc3ccccc23)cc1	-1	-2	1	-5	1	1	0	-2	-4
CCCn1c(/C=C/c2ccco2)nc2ccccc21	-14	12	0.98	4	0.88	-25	-6	4	2
COc1ccccc1-c1nnc(SCC(=O)NC2CCCCC2)n1C	18	7	0.92	-2	0.93	1	0	6	8
C#CCOCCOCCOCCNc1nc(N2CCN(C(=O)[C@H](Cc3ccc(O)cc3)n3cc([C@@H](N)C(C)CC)nn3)CC2)nc(N2CCN(C(=O)[C@H](CCCCN)n3cc([C@@H](N)CO)nn3)CC2)n1 (stereo not given in full)	17	-4	1.1	-6	1	2	4	-1	-15
Cc1ccc(C(C(=O)NC2CCCCC2)N(C(=O)c2csnn2)C2CC2)cc1 (stereo not given)	12	7	0.95	-10	0.93	2	0	-3	5
COc1cccc(NC(=O)c2ccc(S(=O)(=O)N(C)C)cc2)c1	3	7	1.2	-1	0.93	0	1	4	-18
COc1cc2ncnc(NCc3ccc(C)cc3)c2cc1OC	-4	-22	1.3	-1	1.2	2	-2	-4	-29
Cc1ccc(S(=O)(=O)N2[C@@H](c3ccccc3)C(C(=O)O)=CC[C@H]2c2cccs2)cc1	22	-9	1.2	-6	1.1	1	2	1	-19
COc1ccc(C)cc1NC(=O)C(NC(=O)c1cc(OC)c(OC)c(OC)c1)C(C)C (stereo not given)	12	-2	1.2	-7	1	1	-1	-2	-17
Cn1c2ccc(F)cc2c2ncn(CC3CCCO3)c(=O)c21 (stereo not given)	29	0	0.98	3	1	-1	3	4	2
CCOC(=O)c1ccc(NC(=O)CC2C(=O)N(c3cccc(OC)c3)C(=O)N2CCOC)cc1 (stereo not given)	18	-15	1	-3	1.1	1	-2	-1	-2
O=C(NCCCN1CCOCC1)c1ccc(N2CCOCC2)c([N+](=O)[O-])c1	3	-9	1	-3	1.1	0	0	0	-4
Cc1nnsc1C(=O)Nc1cccc(Cl)c1C	1	-2	1	3	1	4	1	26	-1

Four compounds out of the list, sorted by number of heavy atoms, high to low.
SMILES	NLRP3 yeast inh	mIAP block	hIAP activ	A3G deaminase	mIAP act	SENP1 inh	MIN6 prolif	A3A deaminase	hIAP inh
CC(=O)Nc1ccc(S(=O)(=O)N2CCC(NC(=O)C(Cc3ccc(C)cc3)NC(C)=O)CC2)cc1 (stereo not given)	19	-6	1.1	2	1.1	0	0	-1	-6
Cc1ccc(C(=O)N2CCN(S(=O)(=O)c3cc(Br)ccc3Br)CC2)o1	15	-4	1	7	1	2	-2	5	-2
S=C(Nc1ccccn1)NC1CCCCC1	17	1	1	6	0.99	1	0	1	-4
CS/C(=C\[N+](=O)[O-])Nc1ccccc1	1	6	0.9	-5	0.94	3	3	0	10

The list continues:
SMILES	NLRP3 yeast inh	mIAP block	hIAP activ	A3G deaminase	mIAP act	SENP1 inh	MIN6 prolif	A3A deaminase	hIAP inh
COC(=O)c1cc(=O)n(Cc2ccc(OC)c(OC)c2)c(=Nc2ccc(F)cc2)s1	29	0	0.93	0	1	3	-7	-2	7
CC1CCCN(S(=O)(=O)c2ccc(NC(=O)C3CC(=O)N(c4ccccc4)C3)cc2)C1 (stereo not given)	1	-9	1.1	-4	1.1	2	-2	-3	-6
CS(=O)(=O)c1ccc2nc(NC(=O)CN3CCOCC3)sc2c1	9	4	0.92	0	0.95	-1	0	6	8
O=C(NC1CC1)C1CCN(C2CCN(C(=O)Cc3ccc(F)cc3)CC2)CC1	11	-4	0.98	3	1	-4	0	6	2
CCOC(=O)C1(Cc2ccc(OC)cc2)CCN(C(=O)C2CC(=O)N(C3CC3)C2)CC1 (stereo not given)	7	-7	1.1	-2	1.1	0	1	1	-10
CSc1ccc(C(=O)C2CCCN(C(=O)c3csc(C(C)=O)c3)C2)cc1 (stereo not given)	20	-2	1.1	-4	1	1	0	-1	-10
CCOc1ncccc1C(=O)N1CCN(C(=O)c2ccccc2)CC1	11	-7	1.1	-10	1.1	4	1	1	-10
Cc1c(NC(=O)CN(c2ccccc2)S(=O)(=O)c2ccc(F)cc2)c(=O)n(-c2ccccc2)n1C	13	2	1.1	-5	0.98	0	-2	1	-5
O=C(NCc1nc(-c2ccccc2)no1)c1ccc(Br)o1	16	-4	1.1	-1	1	1	-3	1	-7
COc1ccc(/C=N/NC(=O)c2nnn(-c3nonc3N)c2-c2cccs2)c(OC)c1	11	6	1	-3	0.94	2	-3	-2	-4
COc1cccc(N(CC(=O)NCCN2CCOCC2)S(=O)(=O)c2ccccc2)c1	20	2	1.2	-3	0.98	2	-4	3	-19
COc1cccc(OC)c1C(=O)OCC(=O)N(c1ccccc1)C1CCCCC1	9	-12	0.79	4	1.1	3	-6	-2	22
CC(=O)Nc1ccc(NC(=O)C(C)OC(=O)c2c(NC(C)=O)sc(C)c2C)cc1 (stereo not given)	4	-36	1.1	-6	1.4	0	-1	0	-14
COc1ccccc1C(=O)NC1CCSc2ccccc21 (stereo not given)	4	8	1.1	-7	0.93	-2	3	-4	-12

High-throughput results from PubChem.
